Source: PubChem BioAssay
SRC1 TRFRET art = TR-FRET detection interference compounds, primary screen, artefact control for PPARgamma SRC-1 recruitment agonists, biochemical, TR-FRET emission ratio | TR-FRET detection artefact counter-screen; active compounds read high | TR-FRET ratio at 8 µM | actives 0.34% (n = 99,000) | AID 1051, 2008; in the data active = TR-FRET ratio above about 2300; note: inactives centre near 1800
SRC3 TRFRET art = TR-FRET detection interference compounds, artefact control for PPARgamma SRC-3 recruitment agonists, biochemical, TR-FRET ratio | TR-FRET artefact counter-screen, PPARgamma/SRC-3 format; active compounds read high | TR-FRET ratio at 8 µM | actives 0.39% (n = 99,000); in the data active = TR-FRET ratio above about 2000; note: inactives centre near 1600
The depositor's hits bear a star. A portion of the library. The share of hits here may be higher or lower than overall.

mol,SRC1 TRFRET art,SRC3 TRFRET art
COCCN1C(=O)NC(=O)/C(=C\c2ccc(F)cc2)C1=O,1821,1504
CCn1nc(/C=C/c2ccccc2)nc2c(=O)n(C)c(=O)nc1-2,1842,1781
O=C1/C(=C\c2ccc([N+](=O)[O-])cc2)N2CCC1CC2,1786,1509
CC(=O)N1N=C2C3CCN(CC3)C2C1c1ccc(F)cc1 (centres undefined),1777,1515
O=C(N/N=C/c1c(O)n(-c2ccccc2)c(=O)[nH]c1=O)c1ccncc1,1984,1557
O=C1CCCN1c1ccc(S(=O)(=O)O)cc1 (tested in a mixture with another compound),1735,1497
Cc1c2cnn(CC(=O)N3CCC4(CC3)OCCO4)c(=O)c2c(C)n1Cc1ccc(F)cc1,1798,1485
NC(N)=N/N=C/c1ccc(N2CCOCC2)cc1,1534,1528
C1=C(c2c[nH]c3ccccc23)CCN(Cc2ccccc2)C1,1790,1520
Cc1ccc(N2C(=O)NC(=O)/C(=C/c3ccc(-c4ccc(C(=O)O)c(Cl)c4)o3)C2=O)cc1,1819,1515
CCOP(=S)(OCC)N1CCOCCOCCN(P(=S)(OCC)OCC)CCOCCOCC1,1752,1316
O=c1[nH]c(O)c(N=Nc2ccc(S(=O)(=O)N3CCOCC3)cc2)c(=O)[nH]1,1894,1766
CC(C)OP(=O)(OC(C)C)C(O)c1ccc(Br)cc1 (centres undefined),1815,1545
CC/C(=N\N1CCCCCC1)c1c(O)n(-c2ccccc2C)c(=O)[nH]c1=O,1650,1390
CCCCn1c(O)c(/C=N/N2CCCCC2c2cccnc2)c(=O)[nH]c1=S (centres undefined),1762,1665
O=C1NC(=O)N(Cc2ccco2)C(=O)/C1=C/c1cccn1CCOc1ccccc1Cl,1762,1530
CN1CCCC(C(=O)c2ccc(Cl)cc2)C1 (centres undefined),1640,1646
Cc1c(C=C2C(=O)NC(=O)NC2=O)c(=O)n(-c2ccccc2)n1C,2052,1487
O=[N+]([O-])c1ccc(N2CCOCC2)c2cccnc12,1822,1559
O=C(N/N=C/c1c(O)n(CCc2ccc(F)cc2)c(=O)[nH]c1=O)c1ccncc1,1582,1192
Cc1cccc(-n2c(O)c(/C=C/C=Nc3ccccc3)c(=O)[nH]c2=O)c1,1614,1671
CNC(=O)c1cccn(Cc2cc(C(F)(F)F)cc(C(F)(F)F)c2)c1=O,1692,1536
CCc1ccc(C2=NN(CCC(=O)N3CCC4(CC3)OCCO4)C(=O)CC2)cc1,1876,1563
COc1ccc(C(C)=O)cc1CC(C(=O)c1ccc(C)c(C)c1)N(C)C (centres undefined),1847,1666
CCN(CC)c1ccc(N=Cc2c(O)n(Cc3ccccc3)c(=O)[nH]c2=O)cc1,2010,1588
O=C(C(=O)N1CCOCC1)c1cn(Cc2ccccc2Cl)c2ccccc12,1921,1627
CC(=O)CC(=O)C1C(=O)N(C)C(=O)N(C)C1=O,1940,1581
c1ccc(CC(NCc2ccco2)c2ccccc2)cc1 (centres undefined),1854,1809
O=P(NCc1ccccc1)(Oc1ccccc1)Oc1ccccc1,1841,1582
Cc1ccsc1C(=O)C1CCCN(Cc2cnc(N3CCCC3)s2)C1 (centres undefined),1944,1507
O=C(Oc1ccc([N+](=O)[O-])cc1)N1CCC(N2CCCCC2)CC1,1657,1293
CO[C@H]1[C@@H](OC)CC(OC2OC(CO)C(O)C(O)C2O)/C(=C\C#N)[C@@H]1O (some centres undefined),1486,1509
O=C1NC(=O)N(CCc2ccc(F)cc2)C(=O)/C1=C/c1cccs1,1985,1789
CCOC(=O)c1ccc(N=Cc2c(O)n(-c3ccccc3F)c(=S)[nH]c2=O)cc1,1652,1521
N#CC1(c2ccccc2)CCN(C2CC(=O)N(c3ccc(F)cc3)C2=O)CC1 (centres undefined),1794,1596
CCCCCCC(=O)c1c(O)n(-c2ccccc2OC)c(=O)[nH]c1=O,1744,1648
COc1ccc(C2N(c3cc(C)on3)C(=O)C3CCCN32)cc1 (centres undefined),1961,1914
c1ccc(-c2[nH]c(-c3ccccc3)[n+](CC3CO3)c2-c2ccccc2)cc1 (centres undefined),1712,1542
N#CC(C#N)=Cc1cccnc1,1509,1693
CCN(CC)c1ccc(/C=C2\C(=O)NC(=O)N(Cc3ccco3)C2=O)cc1,1843,1664
COc1ccc2[nH]cc(CCN)c2c1,1778,1626
CC1CC(OP(O)(=S)c2ccc(N(C)C)cc2NC(=O)c2cccs2)CC(C)(C)C1 (centres undefined),1785,1402
CC(Cc1cccs1)NCc1ccc(Cl)cc1 (centres undefined),1889,1520
C[N+]1(C)[C@@H]2CC[C@H]1CC(OC(=O)C(CO)c1ccccc1)C2 (some centres undefined),1626,1754
O=C(NC1CONC1=O)OCC(Cl)(Cl)Cl (centres undefined),1786,1650
CCN(CC)C(=O)c1ccc(NC(=O)Cn2nc(C)c3ccccc3c2=O)cc1,2153,1527
CNC(=S)N1CCn2cccc2C1c1cccnc1 (centres undefined),1793,1743
CCc1ccc(N2C(=O)NC(=O)/C(=C/c3cccn3CCOc3ccc(C(C)CC)cc3)C2=O)cc1 (centres undefined),1729,1380
C=CC1CN2CCC1CC2[C@@H](OC(=O)c1ccc(OC)cc1)c1ccnc2ccccc12 (some centres undefined),1738,1530
Cc1cc(=O)n(-c2ccccc2)n1-c1ccccc1,1991,1622
CCOP(=O)(OCC)C(NC(=O)c1ccc(C)cc1)C(Cl)(Cl)Cl (centres undefined),1716,1547
CC1=[N+]([O-])C2(N)CCc3nonc3C2(O)C1 (centres undefined),1875,1614
CN1CC(C(=O)c2ccc(Cl)cc2)C(c2ccccc2F)C1 (centres undefined),1665,1494
CCc1ccc2nc(N3CCC(C(=O)N4CCC5(CC4)OCCO5)CC3)sc2c1,2264,1692
C[n+]1c(-c2ccccc2)cc(CCCCc2cc(-c3ccccc3)[n+](C)c(-c3ccccc3)c2)cc1-c1ccccc1,1683,1423
CN1C(=O)C(=Cc2ccc(N3CCOCC3)c([N+](=O)[O-])c2)C(=O)N(C)C1=O,1564,1740
CCOP(=O)(OCC)C(NC(=O)c1ccccc1C)C(Cl)(Cl)Cl (centres undefined),1489,1493
NC(=O)CN1CCCC1=O,1628,1500
Cc1cc(/C=C2\C(=O)NC(=O)N(c3ccc(F)cc3)C2=O)c(C)n1-c1ccc(C(=O)O)cc1,1790,1262
O=C(c1cccc(C(F)(F)F)c1)C1CCCN(Cc2ncc[nH]2)C1 (centres undefined),1543,1621

Continued:
mol,SRC1 TRFRET art,SRC3 TRFRET art
O=C(CSC1c2ccccc2-c2ccccc21)N/N=C/c1ccccc1C(=O)O,1585,1585
O=C(O)C1CSC(c2cccnc2)N1 (centres undefined),1698,1666
CC(C)(C)n1cccc1/C=C1\C(=O)NC(=O)N(c2ccccc2)C1=O,1721,1616
Cc1c(NP(=O)(C(C)(C)C)C(C)(C)C)c(=O)n(-c2ccccc2)n1C,1951,1663
OC1CCCCC1N1CCC(c2ccccc2)CC1 (centres undefined),1909,1731
COc1ccc(C=O)cc1O,1679,1608
CC(C)n1c(=O)c(C=Nc2ccc(Br)cc2)c(O)n(Cc2ccco2)c1=O,2022,1737
Cc1cc(/C=C2/C(=O)NC(=O)N(Cc3ccco3)C2=O)c(C)n1-c1ccccc1,1907,1636
O=C(CN1CC=C(c2ccccc2)CC1)NC(=O)NC1CCCCC1,1856,1610
Clc1ccc(C2NCCc3[nH]cnc32)cc1 (centres undefined),1882,1632
Nc1ccccc1C(=O)OCC(=O)c1ccc2c(c1)OCCO2,1733,1390
Cc1ccccc1-n1c(O)c(/C=C2/C(c3ccccc3)=Nc3ccccc32)c(=O)[nH]c1=O,1409,1313
COc1ccc(-n2c(Cc3cccc([N+](=O)[O-])c3)nc3ccccc3c2=O)cc1,1670,1544
O=C(O)c1cn(Cc2ccccc2)nc1-c1ccccc1,2078,1566
COc1ccccc1OCC#CCN1CCCCCC1,1845,1476
COc1ccc(S(=O)(=O)N2CC3CC(C2)c2cccc(=O)n2C3)cc1 (centres undefined),1941,1556
Cc1ccc(N2C(=O)NC(=O)/C(=C\c3ccc([N+](=O)[O-])o3)C2=O)cc1,1766,1543
O=c1c2ccccc2nc(/C=C/c2ccc(O)cc2)n1-c1cccc(O)c1,1672,1376
OC(CCNCCc1c[nH]c2ccccc12)C(F)(F)F (centres undefined),1821,1510
O=C(Nc1ccc(OC(=O)N2CCCCC2)cc1)N1CCOCC1,1709,1283
Cc1cc(C(=O)CS(=O)(=O)c2ccccc2)cc(C)c1OC(=O)N(C)C,1798,1855
NCCNc1ccc([N+](=O)[O-])c2cccnc12,1729,1598
CN1CC[C@@]23CCCC[C@@H]2[C@@H]1Cc1ccc(O)cc13,1812,1860
Cn1c(O)c(C=NC2CCCCCC2)c(=O)[nH]c1=S,1908,1398
COc1cc(N2CCOCC2)ccc1C=C1C(=O)NC(=O)NC1=O,1754,1621
CC1CCN(C(=O)C(C)Cl)CC1 (centres undefined),1884,1670
C=CCn1c(O)c(/C=N/N2CCOCC2)c(=O)[nH]c1=S,1921,1601
COC(=O)C(O)(c1ccc(N(C)C(=O)c2cccs2)cc1)C(F)(F)F (centres undefined),2036,1630
CCCCN(Cc1ccccc1)C1CCN(CCc2ccccc2)CC1,1875,1699
O=C1N(c2ccccc2)C(c2cccnc2)N2CCCN12 (centres undefined),1740,1615
CN1CCc2c([nH]c3ccccc23)C1,1947,1558
CCc1cccc(CC)c1NC(=S)N1CC2CC(C1)c1cccc(=O)n1C2 (centres undefined),1810,1361
CC(C)C(C)(NC(=O)c1cccn(Cc2ccc3c(c2)OC(F)(F)O3)c1=O)C(N)=O (centres undefined),1803,1639
COC(=O)C(O)(c1ccc2c(c1)CCCN2)C(F)(F)F (centres undefined),1440,1699
Cc1ccccc1-n1c(O)c(/C=N/Nc2nc3c(c(=O)n(C)c(=O)n3C)n2C)c(=O)[nH]c1=S,1860,1612
COCc1ccc(CN2CCCC(C(=O)c3sccc3C)C2)o1 (centres undefined),1884,1701
CC(C)N1CCN(Cc2cccc([N+](=O)[O-])c2)CC1,1672,1427
CN1C(=O)NC(=O)/C(=C\c2ccc([N+](=O)[O-])o2)C1=O,1812,1589
O=C(Cn1c(=O)n(CC2CS2)c2ccccc21)N1CCCCC1 (centres undefined),1908,1669
O=C(c1ccc(Cl)cc1)C1CCCN(Cc2ccc3ncccc3c2)C1 (centres undefined),1717,1513
CCC(=NCCC(c1ccccc1)c1ccccc1)c1c(O)[nH]c(=O)[nH]c1=O,1736,1478
Cc1nn(Cc2ccccc2)c(Cl)c1C(=O)OC(C)C(=O)Nc1ccc(F)cc1Cl (centres undefined),1860,1626
CC(c1ccccc1)(c1ccccc1)c1ccncc1,1867,1452
O=Cc1c(C(=O)O)n(Cc2ccccc2Cl)c2ccccc12,2082,1758
O=C(Nc1ccccc1)c1cc([N+](=O)[O-])ccc1N1CCNCC1,1864,1628
CCOC(=O)C1CCN(/C=C2/C(=O)NC(=S)N(c3cccc(OC)c3)C2=O)CC1,1884,1556
COc1ccc(CCNC2CCCCC2)cc1OC,1791,1468
COc1ccc(-n2cnc3cc(C(=O)N4CCC5(CC4)OCCO5)ccc32)cc1,1877,1283
CN1CCN(c2ccc([N+](=O)[O-])c(NCc3ccco3)c2)CC1,1805,1483
CN1c2ccc([N+](=O)[O-])cc2CC2(C(=O)NC(=O)N(c3ccc(Br)cc3)C2=O)C1c1ccccc1 (centres undefined),1864,1362
O=c1[nH]c(O)c(N=Nc2cc([N+](=O)[O-])ccc2O)c(=O)[nH]1,2095,1817
CN(C)C(Cc1ccccc1)C(=O)c1cccs1 (centres undefined),1568,1419
COc1ccccc1N1C(=O)NC(=O)/C(=C/c2ccc3c4c(cccc24)CC3)C1=O,1900,1679
Cn1c(O)c(C(=NCCN2CCCCC2)c2ccccc2Cl)c(=O)n(C)c1=O,1598,1603

Compound profiles, from the list above. Values in the order: SRC1 TRFRET art	SRC3 TRFRET art
`O=P(NCc1ccccc1)(Oc1ccccc1)Oc1ccccc1` is listed as 1841	1582
`Nc1ccccc1C(=O)OCC(=O)c1ccc2c(c1)OCCO2` is listed as 1733	1390
`CC/C(=N\N1CCCCCC1)c1c(O)n(-c2ccccc2C)c(=O)[nH]c1=O` is listed as 1650	1390
`c1ccc(-c2[nH]c(-c3ccccc3)[n+](CC3CO3)c2-c2ccccc2)cc1` (centres undefined) is listed as 1712	1542
